PglD DTNB: inhibitors of Campylobacter jejuni PglD acetyltransferase | purified PglD enzyme, DTNB colorimetric CoA detection | inhibition, % at 12.5 µM | 360,000 tested, 0.098% active | AID 602405; in the data active = inhibition above about 16%, passing the limit was not always enough; note: strong numbers were not always called active
S100A4 inh HTS: blocks human S100A4 binding to myosin IIA peptide. S100A4/TAMRA-MyoIIA peptide fluorescence polarization. inhibition, % at 10.7 µM. 360,000 tested, 0.14% active;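 active = mean inhibition of at least 70% across replicates, with every replicate also reaching that level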
Target sequence (P26447 whole entry, looked up): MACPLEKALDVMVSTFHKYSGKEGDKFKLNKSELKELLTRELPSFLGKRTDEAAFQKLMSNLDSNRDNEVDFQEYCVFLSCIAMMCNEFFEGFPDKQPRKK
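Test system: S100A4 monomer protein. Medium: HEPES buffer with Ca2+, pH 7.2. Reagent: fluorescent myosin IIA peptide, 5 nM. Compound dosing: single-point compound testing. Timing: 5 min between mix addition and reading. Benchmarks: DMSO neutral and TFP positive wells.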
PAX8 inh HTS: lowers PAX8-driven luciferase in RMG-I cells; RMG-I TPO-luciferase reporter, SteadyGlo, 24 h; inhibition, % at 12.6 µM; 360,000 tested, 1.2% active; AID 652154;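 active = mean replicate inhibition at least 60% with every replicate also reaching 60%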;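 note: luciferase light reporting Pax8 driven TPO promoter activity; plate controls were median of neutral control wells for no effect and mitoxantrone controls for full effect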
LGR2 antag: blocks bursicon-induced cAMP signaling via Drosophila LGR2; HEK293 LGR2, CRE-luciferase, bursicon-stimulated, 4 h; inhibition, % at 9.99 µM; 380,000 tested, 0.35% active; AID 720647;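 active = drop in luminescence signal, shown as inhibition above about 50% in the replicate tests, limit read from the data, passing the limit was not always enough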;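 note: agonist challenge used bursicon conditioned medium at about half maximal strength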
PGC1a acetyl inh: lowers PGC1a acetylation signal in U2OS cells | AlphaScreen anti-acetyl-lysine; with virally co-expressed GCN5 acetyltransferase | inhibition, % at 15.6 µM | 350,000 tested, 0.17% active;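 active = every replicate shows inhibition of at least 40%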;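 note: 0% = neutral control wells and 100% = positive control wells; some results beyond the cut were filed as inactive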
FN deposition inh: fibronectin deposition inhibition | AH1F fibroblasts, Alexa488-fibronectin deposition fluorescence, overnight | inhibition, % at 12.6 µM | 350,000 tested, 0.086% active;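 active = mean inhibition across replicates of 30% or more, regardless of how many single replicates reach that level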;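 note: positive control wells lacked labelled fibronectin entirely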
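Material: AH1F fibroblast monolayer depositing Alexa488-labelled fibronectin into matrix / Amount: 10000 AH1F cells per well / Signal: fluorescence 485/525 nm / Medium: DMEM, 2% serum / Compound: single dose, pinned / Incubation: 1 h cell adhesion before compound, then overnight fibronectin incubation / Reagent: Alexa488-FN, 24 nM final / Read-out: inhibition of fibronectin deposition signal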
ERAP1 HTS inh: ERAP1 (human) enzyme inhibition. Q9NZ08. recombinant ERAP1, Leu-AMC fluorescence, 60 min. inhibition, % at 10.7 µM. 340,000 tested, 0.15% active. AID 652197;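 active = mean replicate inhibition of at least 30%, or all replicates individually reaching that 30% level; inactive = mean below 30% and not every replicate reaching it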;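 note: 0% = neutral control wells and 100% = L-leucinethiol positive control wells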
EWS-Fli inh: inhibitors of EWS/Fli oncoprotein transcriptional activity; A673 NR0B1-luciferase reporter, viability-normalised; inhibition, % at 12.6 µM; 350,000 tested, 0.67% active; AID 651661;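 active = mean inhibition of at least 50% after viability correction, with every replicate also passing that limit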;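 note: firefly luciferase signal divided by Alamar Blue viability fluorescence both relative to DMSO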
* marks the source's active call; other numbers are inactive results; x = not tested or not shown.

SMILES	PglD DTNB	S100A4 inh HTS	PAX8 inh HTS	LGR2 antag	PGC1a acetyl inh	FN deposition inh	ERAP1 HTS inh	EWS-Fli inh
O=C(C[C@@H]1C[C@H]2c3cc(NC(=O)C4CCOCC4)ccc3O[C@H]2[C@H](CO)O1)NCc1ccc(Oc2ccccc2)cc1	-2	0	90*	7	-8	x	-5	17
CCOC(=O)CCNC(=O)CCc1nnc(CCCc2ccccc2)o1	-1	-4	-58	-26	x	6	-2	-45
C[C@@H]1CCCCO[C@@H](CN(C)Cc2ccc(C(=O)O)cc2)[C@@H](C)CN([C@H](C)CO)C(=O)c2cc(NC(=O)c3ccncc3)ccc2O1	0	-17	-16	20	-4	x	4	-21
Cc1ccc(S(=O)(=O)N(CC(=O)N/N=C/c2ccco2)c2cc(Cl)cc(Cl)c2)cc1	0	x	-7	21	-25	0	x	x
Cc1ccc(S(=O)(=O)N2C[C@]3(O)C[C@@H]4C(=O)N(c5ccccc5)C(=O)[C@@H]4C[C@]3(OC(=O)NCc3ccccc3)C2)cc1	1	-5	-13	-11	2	0	-2	-12
Cn1c(SCC(=O)NCc2ccc(F)cc2)nc2c([nH]c3ccccc32)c1=O	x	6	5	3	x	1	-2	8
COCC(=O)n1nc(-c2ccc(Cl)cc2)nc1NCc1ccc(F)cc1	1	-3	x	-36	-48	x	2	x
Cc1noc(C)c1C(=O)OC(C)C(=O)c1ccc(C(C)(C)C)cc1 (centres undefined)	6	-1	-10	21	-4	6	-5	5
O=S1c2ccccc2Sc2ccccc21	1	-1	-12	3	1	x	2	6
Cc1ccc(CC2(C)C(=O)Nc3ccc(OC(F)(F)F)cc32)cc1 (centres undefined)	-1	8	x	-8	0	-8	-2	6
C[C@H]1CN([C@@H](C)CO)C(=O)c2cc(NS(=O)(=O)c3cn(C)cn3)ccc2O[C@H]1CN(C)C(=O)Nc1ccc(C(F)(F)F)cc1	1	2	x	-5	-2	1	-2	-3
O=[N+]([O-])c1ccc(N2CCN(c3ccccn3)CC2)c(Cl)c1	-5	0	-69	-14	x	-4	1	x
COc1ccc(S(=O)(=O)N(C)C[C@@H]2OCCCC[C@H](C)Oc3ccc(NS(=O)(=O)c4cn(C)cn4)cc3C(=O)N([C@@H](C)CO)C[C@H]2C)cc1	4	1	-25	-10	4	-4	1	x
COc1ccc(C(=O)N/C(=C\c2ccc(-c3cccc([N+](=O)[O-])c3)o2)C(=O)NCCCN2CCOCC2)cc1	-3	-1	-6	12	10	-1	6	3
CNC(=O)Cc1csc2ccc(C)cc12	4	6	12	x	2	1	-6	2
COC(=O)C1=CN(c2ccc(N3CCOCC3)cc2)C(N)=C(C#N)C1c1ccc(-c2ccccc2)cc1 (centres undefined)	x	-10	30	3	x	x	x	6
COc1ccccc1NC(=S)NCCc1ccc(F)cc1	x	-3	-5	-10	-12	2	4	2
O=C1NC2=C(C(=O)OC2)C(c2ccc(OC(F)(F)F)cc2)N1 (centres undefined)	3	3	-4	2	7	1	0	-10
CCc1nc2ccc(C(=O)NCCC(C)C)cn2c1N(CCN(C)C)CC1CC1	6	3	18	-10	2	2	-1	2
C[C@@H]1CN([C@@H](C)CO)C(=O)c2cc(NC(=O)CCC(F)(F)F)ccc2O[C@H]1CN(C)S(=O)(=O)c1cn(C)cn1	2	-3	x	8	4	x	-4	-2
CCOC(=O)C1=C(c2ccccc2)NC(=O)NC1c1ccc(O)c(Cl)c1 (centres undefined)	3	-23	70*	6	23	48*	-3	68*
CCC(c1nnc(SCC(=O)Nc2cc(Cl)ccc2C#N)n1C1CCCCC1)N(C)C (centres undefined)	x	1	4	2	x	-4	0	12
CCN(CC)Cc1cc(NC2=NS(=O)(=O)c3ccccc32)ccc1OC(=O)C(C)C	-3	x	12	x	-4	-7	x	x
C[C@@H](C(=O)N1CCN(c2ccccc2)CC1)N1C(=O)C2CC=CCC2C1=O (some centres undefined)	-6	-2	0	2	x	2	1	-2
O=C(Nc1cccc(C(=O)NC2CCCC2)c1)c1ccccc1	2	1	x	7	x	10	0	x
COc1ccccc1S(=O)(=O)N[C@H]1CC[C@@H](CC(=O)NCc2cccc(F)c2)O[C@H]1CO	4	-8	8	4	-7	-5	1	2
COc1ccccc1C=NN=Cc1ccccc1OC	1	2	3	-31	1	1	-5	-3
COc1cc(/C=C/C(=O)OCC(=O)Nc2ccc3c(c2)OCCO3)ccc1OCC#N	3	8	39	3	13	6	0	-9
C=CCN(c1ccc(C(=O)NCCSc2ccccc2)cc1)S(C)(=O)=O	-3	-6	-46	-36	21	6	3	-59
Cc1noc(C)c1NC(=O)N(C)C[C@@H]1Oc2c(NC(=O)c3ccc(-c4nccs4)cc3)cccc2C(=O)N([C@H](C)CO)C[C@@H]1C	2	16	x	-2	-6	-9	-2	-5
O=C(Nc1cccc(S(=O)(=O)N2CCCCC2)c1)c1cnccn1	-6	4	-36	8	-3	-21	-3	2
O=C(CN1CCCCCC1)Nc1ccc(S(=O)(=O)N2CCCCC2)cc1	x	0	-10	-12	x	-3	3	6
CC(C)Oc1ccc(C(=O)N2CCC(CCC(=O)NC3CC3)CC2)cc1	0	-1	-9	4	x	6	7	-19
CN(NC(=O)c1ccc(Cl)cc1)c1ncc(C(F)(F)F)cc1Cl	x	-4	16	x	x	7	1	7
Oc1cccc2c(NC(=S)Nc3ccc(SC(F)F)cc3)cccc12	x	2	-20	-18	x	x	-2	2
CC(=O)N(C[C@@H]1N[C@@H](CO)[C@@H]1c1ccc(-c2ccccc2)cc1)C(C)C	2	2	-5	5	-5	0	2	2
CCOC(=O)N1CCN(C(=O)Cc2ccccc2OC)CC1	2	-3	7	-7	x	3	-4	1
CCN(CC)S(=O)(=O)c1cc(C(=O)OCC(=O)Nc2cccc(C)c2C)ccc1F	x	-2	4	16	x	-3	-4	10
CC(=O)NC1(c2ccccc2)CCN(c2cc(C)nc(-c3ccccc3)n2)CC1	-4	-3	-1	25	x	-2	0	0
CC(C)=NNc1nc(-c2ccccc2)cs1	x	4	6	0	x	-6	5	-13

5 compounds out of the list above, ordered by their value in ERAP1 HTS inh, smallest number first.
canonical_smiles | ERAP1 HTS inh
Cc1noc(C)c1NC(=O)N(C)C[C@@H]1Oc2c(NC(=O)c3ccc(-c4nccs4)cc3)cccc2C(=O)N([C@H](C)CO)C[C@@H]1C | -2
COc1cc(/C=C/C(=O)OCC(=O)Nc2ccc3c(c2)OCCO3)ccc1OCC#N | 0
C[C@@H](C(=O)N1CCN(c2ccccc2)CC1)N1C(=O)C2CC=CCC2C1=O (some centres undefined) | 1
O=C(CN1CCCCCC1)Nc1ccc(S(=O)(=O)N2CCCCC2)cc1 | 3
CC(C)Oc1ccc(C(=O)N2CCC(CCC(=O)NC3CC3)CC2)cc1 | 7

Following part:
SMILES	PglD DTNB	S100A4 inh HTS	PAX8 inh HTS	LGR2 antag	PGC1a acetyl inh	FN deposition inh	ERAP1 HTS inh	EWS-Fli inh
CCC(=O)Nc1c2c(nn1-c1ccc([N+](=O)[O-])cc1)CS(=O)(=O)C2	-1	-4	4	4	6	5	-4	2
O=C(O)c1ccc(NC(=O)c2ccc(Cl)cc2)c(NC(=O)c2ccc(Cl)cc2)c1	-3	-3	8	-5	0	4	2	12
C[C@@H]1CN([C@@H](C)CO)S(=O)(=O)c2ccc(C#Cc3ccccc3)cc2O[C@H]1CN(C)C	9	0	x	2	-33	x	-5	20
CCOC(=O)C1=CC[C@@H](c2ccccc2)N(S(=O)(=O)c2ccc(C)cc2)[C@H]1C=C(C)C	-4	-2	16	13	-21	-12	x	5
Cc1ccc(N=C2NC(=O)/C(=C/c3cccn3C)S2)cc1C	2	-1	-19	-23	4	-3	x	-39
CN1CCN(C(=O)C[C@@H]2CC[C@H]3[C@H](COc4ccc(NC(=O)c5cscn5)cc4C(=O)N3C)O2)CC1	0	-11	-23	-3	5	2	1	-4
Cc1ccc(NS(=O)(=O)c2ccc3c(c2)NC(=O)CO3)cc1Cl	0	1	12	-14	-18	1	1	x
CC(C)Nc1ncnc2c1ncn2[C@H]1CN(Cc2ccncc2)C[C@@H](CO)O1	-7	0	-6	4	-4	-4	9	0
CC(=O)Nc1ccc2nc(SCC(=O)O)sc2c1	-5	-3	x	14	x	x	4	x
CC(=NNC(=S)N1CC2CCC(CC2)C1)c1ccncn1	x	-1	15	10	x	6	0	20
CCCC(=O)Nc1ccc2c(c1)C(=O)N(C)[C@H]1CC[C@@H](CC(=O)NCCc3ccncc3)O[C@H]1CO2	1	13	-15	3	-4	-8	1	-4
CCN(CC(=O)Nc1c(F)cccc1F)C(=O)c1ccc(S(=O)(=O)N2CCCCC2)cc1	x	-3	-5	-6	x	11	-6	-3
C/C=C/c1cccc(-c2nc(C(=O)NCc3ccccc3)cc3c2[C@@H](CCO)N([S@](=O)C(C)(C)C)C3)c1	-4	-8	-15	-16	8	-3	2	8
CC(C)c1[nH]nc2c1C(c1cccc(C(F)(F)F)c1)NC2=O (centres undefined)	x	-3	3	-20	x	-11	-1	-1

Another view of two compounds above:
CCOC(=O)C1=CC[C@@H](c2ccccc2)N(S(=O)(=O)c2ccc(C)cc2)[C@H]1C=C(C)C
  PglD DTNB: -4	S100A4 inh HTS: -2	PAX8 inh HTS: 16	LGR2 antag: 13	PGC1a acetyl inh: -21	FN deposition inh: -12	ERAP1 HTS inh: x	EWS-Fli inh: 5
Cc1ccc(N=C2NC(=O)/C(=C/c3cccn3C)S2)cc1C
  PglD DTNB: 2	S100A4 inh HTS: -1	PAX8 inh HTS: -19	LGR2 antag: -23	PGC1a acetyl inh: 4	FN deposition inh: -3	ERAP1 HTS inh: x	EWS-Fli inh: -39

Limited to ERAP1 HTS inh, for some of the entries so far:
Molecule,ERAP1 HTS inh
CC(C)Nc1ncnc2c1ncn2[C@H]1CN(Cc2ccncc2)C[C@@H](CO)O1,9
CC(=O)Nc1ccc2nc(SCC(=O)O)sc2c1,4
CC(=NNC(=S)N1CC2CCC(CC2)C1)c1ccncn1,0
CCCC(=O)Nc1ccc2c(c1)C(=O)N(C)[C@H]1CC[C@@H](CC(=O)NCCc3ccncc3)O[C@H]1CO2,1
